CD40 NFkB inh = CD40 pathway inhibition in BL2 cells. BL2 NF-kB luciferase reporter, CD40L-induced, 4 h. inhibition, % at 10 µM. 83,000 compounds, 0.94% hits. AID 1053188;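 active = mean inhibition of at least 50% with a set share of replicates also reaching that level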;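 note: 0% = neutral control wells and 100% = IKK inhibitor VII at 50 µM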
* = called active by the depositor; [ ] = another dose, or the depositor's remark.

item	canonical_smiles	CD40 NFkB inh
1	COc1cccc(S(=O)(=O)N2CCCCN3[C@H](CO)[C@H](c4ccc(C5=CCCCC5)cc4)[C@@H]3C2)c1	8[25 µM]
2	CC(C)C(=O)OCC(=O)Nc1ccc2c(c1)CCC2	-3
3	CC(=O)Nc1ccc(S(=O)(=O)Nc2ccc(NC(=O)c3ccco3)cc2)cc1	-1
4	CC(CC(=O)NCc1ccccc1)C1CCCO1 (configuration not stated)	-21
5	CO[C@@H]1CN(C)C(=O)c2cc(NC(C)=O)ccc2OC[C@H](C)N(C(=O)Cc2ccccn2)C[C@@H]1C	-2[25 µM]
6	CCC1(c2ccccc2)NC(=O)N(CC(=O)Nc2ccc3c(c2)OCO3)C1=O (configuration not stated)	2
7	Cc1ccc(-c2ccccc2[C@@H]2[C@H](C#N)N(C(=O)Cc3cccnc3)[C@H]2CO)cc1	-15[25 µM]
8	CN(C)c1nc(C(F)(F)F)cc(=O)[nH]1	4
9	O=C(O)[C@H]1[C@H](CO)[C@H]2Cn3c(ccc(/C=C/c4ccccc4)c3=O)[C@H]2N1Cc1ccc2c(c1)OCO2	49[25 µM]
10	CNc1snc(C)c1C(=O)OCC(=O)Nc1ccc(C)cc1F	5

Entries by screen from the entries so far.
CD40 NFkB inh for entries 1 to 10 → 8[25 µM], -3, -1, -21, -2[25 µM], 2, -15[25 µM], 4, 49[25 µM], 5

(list continues)
item	canonical_smiles	CD40 NFkB inh
11	CC(OC(=O)/C=C/c1cccc(Cl)c1)C(=O)NC1CCCCC1C (configuration not stated)	15
12	CC(C)NC(=O)N(C)C[C@H]1Oc2ccc(N)cc2CC(=O)N(C)C[C@@H]1C	-2
13	COc1cccc(C#Cc2ccc3c(c2)O[C@@H](CN(C)C(=O)CN2CCOCC2)[C@@H](C)CN([C@@H](C)CO)S3(=O)=O)c1	-21[25 µM]
14	O=C(Nc1ccccn1)c1ccc(-c2ccccc2)cc1	113*
15	CCN(C(=O)c1ccc(=O)n(C)n1)c1c(N)n(Cc2ccccc2)c(=O)[nH]c1=O	4
16	CCC(C)[C@H](NC(=O)NCc1ccccn1)C(=O)OC (some centres not stated)	3
17	COc1ccccc1C#Cc1ccc([C@H]2[C@@H](C#N)N(C(=O)C3CCCCC3)[C@@H]2CO)cc1	9
18	O=C(COC(=O)c1cccc(S(=O)(=O)N2CCCCC2)c1)NCc1ccccc1	18
19	CCCC#Cc1ccc([C@@H]2[C@@H](C#N)N(C(=O)C3CCCCC3)[C@@H]2CO)cc1	23[25 µM]
20	O=C(CN1CCN(C/C=C/c2ccccc2)CC1)Nc1ccccc1C(=O)NC1CC1	0

Next section, overlapping the part above by seven compounds.
item	canonical_smiles	CD40 NFkB inh
14	O=C(Nc1ccccn1)c1ccc(-c2ccccc2)cc1	113*
15	CCN(C(=O)c1ccc(=O)n(C)n1)c1c(N)n(Cc2ccccc2)c(=O)[nH]c1=O	4
16	CCC(C)[C@H](NC(=O)NCc1ccccn1)C(=O)OC (some centres not stated)	3
17	COc1ccccc1C#Cc1ccc([C@H]2[C@@H](C#N)N(C(=O)C3CCCCC3)[C@@H]2CO)cc1	9
18	O=C(COC(=O)c1cccc(S(=O)(=O)N2CCCCC2)c1)NCc1ccccc1	18
19	CCCC#Cc1ccc([C@@H]2[C@@H](C#N)N(C(=O)C3CCCCC3)[C@@H]2CO)cc1	23[25 µM]
20	O=C(CN1CCN(C/C=C/c2ccccc2)CC1)Nc1ccccc1C(=O)NC1CC1	0
21	CN(C)C(=O)c1cccc(-c2ccc([C@H]3[C@H](CO)N4CCCCN(CC5CCOCC5)C[C@@H]34)cc2)c1	2[25 µM]
22	Cc1cc(C)n2nc(C(=O)OCC(=O)N(C)CC(=O)Nc3ccccc3Cl)nc2n1	3
23	CCn1nc(C)cc1C(=O)OCC(=O)c1ccc(Cl)cc1	-35
24	COc1cccc(-c2ccc3c(c2)[C@@H]2[C@@H](CCN2C(=O)C2CCCC2)[C@H](CO)N3)c1	-3
25	OC(CNCc1ccccc1F)COc1cccc2ccccc12 (configuration not stated)	-2
26	COc1ccc(S(=O)(=O)NCCCCOc2ccc(Cl)cc2)cc1	7
27	COc1ccccc1C(=O)NC(=S)Nc1ccc(N2CCOCC2)c(Cl)c1	0
28	Cc1ccc2nc(SCC(=O)NC3CCCCC3)nc(=O)n2c1	10
29	CCC(C)Nc1cc(C)nc2ncnn12 (configuration not stated)	3
30	Cc1cc(-n2nnc3ccccc32)nc2ccccc12	-47
31	CC(OC(=O)CCCc1nc2ccccc2s1)C(N)=O (configuration not stated)	-26
32	CC(C)c1ccc(N(CC(=O)NCCCN2CCOCC2)S(=O)(=O)c2ccccc2)cc1	3
33	CC(=O)Nc1ccc(C(=O)NCCCOC(C)C)cc1	0
34	CC(C)(C)Sc1ccccc1S(=O)(=O)C(C)(C)C	1
35	COc1ccc(S(=O)(=O)N2CCC(C(=O)Nc3cc(Cl)ccc3N3CCOCC3)CC2)cc1OC	-2
36	CC(C)c1ccc(/C=N/N2CCCCC2)cc1	-49
37	O=C(c1cccc(S(=O)(=O)N2CCCCC2)c1)N1CCN(Cc2ccccc2)CC1	8
38	CC(=O)Nc1ccc(OCCCNC(=O)c2c(-c3ccccc3)noc2C)cc1	11
39	C[C@H](CO)N1C[C@H](C)[C@H](CN(C)Cc2ccccc2C(F)(F)F)OCc2ccccc2-c2ccccc2C1=O	45[25 µM]
40	COc1cccc(NC(=O)N[C@H]2CC[C@@H](CC(=O)N3CCN(C)CC3)O[C@H]2CO)c1	-4[25 µM]
41	COc1ccc(S(=O)(=O)NC2CCCCC2)cc1-n1cnnn1	8
42	CC(C)(C)S(=O)N1Cc2cc(C(=O)NCc3ccc4c(c3)OCO4)nc(-c3cccc(-c4cccc(F)c4)c3)c2[C@@H]1CCO (some centres not stated)	6[25 µM]
43	O=S(=O)(Cc1ccccc1)C(c1ccccc1)S(=O)(=O)Cc1ccccc1	7
44	Cc1nc(-c2ccccn2)nc(N2CCOCC2)c1Cl	-4
45	COC(=O)c1c(NC(=O)CCCC(=O)O)sc2c1CCCCC2	-36
46	CCCSc1nc(C)c(CC(=O)OCC)c(=O)[nH]1	12
47	Cc1ccc(S(=O)(=O)NCC(=O)OCC(=O)NCc2ccc3c(c2)OCO3)cc1	3
48	CCOC(=O)N1CCN(C(=O)c2ccc(S(=O)(=O)Nc3ccccc3)cc2)CC1	6
49	CNC[C@@H]1OCCCC[C@H](C)Oc2ccc(NS(=O)(=O)c3ccc(F)cc3)cc2C(=O)N([C@H](C)CO)C[C@@H]1C	-8[25 µM]
50	CC(=O)c1cccc(NC(=O)COc2cc(C)on2)c1	5
51	Cc1c(C(=O)N2CCN(c3ncccn3)CC2)oc2c(Cl)cccc12	12
52	NC1=NC2(CCN(Cc3ccccc3)CC2)n2c(nc3ccccc32)N1	27
53	O=C(C[C@@H]1CC[C@H]2[C@@H](COC[C@H](O)CN2CC2CCCC2)O1)NCc1ccc(Cl)cc1	6
54	COc1cccc(S(=O)(=O)Nc2ccc3c(c2)[C@H]2C[C@@H](CC(=O)NCc4ccccc4F)O[C@H](CO)[C@H]2O3)c1	9[25 µM]
55	Cc1ccc(S(=O)(=O)N2CCC(C(=O)N3CCCCCCC3)CC2)cc1	4
56	COc1ccc2c(c1)[N+](C)(C)C(C)(C)C=C2C	9
57	COC(=O)c1c(C(=O)OC)c2cccc3cc(-c4ccccc4)c4ccc1c4n32	10
58	O=C1C(=O)c2c(C(=O)c3ccccc3)coc2-c2ccccc21	33
59	O=C(C[C@H]1CC[C@H]2[C@@H](COC[C@H](O)CN2Cc2cc(F)cc(F)c2)O1)Nc1nccs1	7[25 µM]
60	COc1cccc(C(=O)Nc2cc(C)on2)c1	-37
61	O=C(CCc1ccccc1)n1nc(-c2ccco2)nc1SCc1ccccc1	-12
62	NC(=O)COC(=O)c1sc2ccccc2c1Cl	-6
63	O=C(COC(=O)c1cc[n+]([O-])cc1)Nc1ccc(Cl)cc1[N+](=O)[O-]	21
64	COc1ccccc1CNC(=O)[C@H](C)N1C(=O)N2CCc3c([nH]c4ccccc34)[C@@]2(C)C1=O	20
65	OC(CN1CCOCC1)CN(c1ccccc1)c1ccccc1 (configuration not stated)	7
66	O=C(Nc1cccc(Cl)c1)N1C[C@H]2[C@@H](c3ccccc31)[C@@H](CO)N2CC1CCOCC1	13[25 µM]
67	C[C@@H]1CN([C@@H](C)CO)C(=O)c2c(c3ccccc3n2C)-c2ccccc2CO[C@H]1CN(C)S(=O)(=O)CC(F)(F)F	-5[25 µM]
68	O=C(COC(=O)Cc1ccsc1)Nc1ccccc1	-2
69	CN1C(=O)c2cc(NC(=O)C3CC3)ccc2OC[C@H]2O[C@@H](CC(=O)NCc3ccccc3F)CC[C@@H]21	2
70	CC1(c2ccc(Cl)cc2)NC(=O)N(CC(=O)N2CCN(C(=O)c3cccs3)CC2)C1=O (configuration not stated)	1

Additional results:
item	canonical_smiles	CD40 NFkB inh
71	O=C(CN1C(=O)NC2(CCOc3ccccc32)C1=O)Nc1ccc2c(c1)OCCO2 (configuration not stated)	-9
72	COCCN(C)Cc1nc(C(c2ccccc2)c2ccccc2)no1	14
73	CC(=O)c1c(C)[nH]c(C(=O)OCC(=O)NCC(C)C)c1C	-2
74	Cc1nn(-c2ccccc2)c(C)c1NC(=O)c1ccc(S(=O)(=O)N2CCCC2)cc1	1
75	Cc1[nH]c2c([N+](=O)[O-])cccc2c1C	10
76	Cc1ccc(OCCSc2ncnc3sc(C)c(C)c23)cc1C	4
77	CN1CCN(c2nc(Nc3ccc(O)cc3)nc3ccccc23)CC1	-8
78	CCOC(=O)C1(CC2CCCCO2)CCN(S(=O)(=O)c2c(C)nn(C)c2C)CC1 (configuration not stated)	7
79	O=C(C[C@H]1C[C@H]2c3cc(NC(=O)NC4CCCC4)ccc3O[C@H]2[C@@H](CO)O1)NCC(F)(F)F	7
80	COc1ccc2c(c1)OCC1=C2CCC2(C)C(=O)CC=C12 (configuration not stated)	-12
81	CN1C(=O)c2cc(NC(=O)c3ccc4c(c3)OCO4)ccc2OC[C@@H]2O[C@@H](CC(=O)O)CC[C@@H]21	-5[25 µM]
82	CCOC(=O)c1[nH]c2ccc(OC)cc2c1NC(=O)CN1CCSCC1	-7
83	CCCNC(=O)C1(C)CCCN(Cc2ccc(-c3ccccc3)o2)C1 (configuration not stated)	13
84	N#CC1(NC(=O)CSc2n[nH]c(-c3ccccc3)n2)CCCCC1	-2
85	O=S(=O)(Nc1ccc2c3c(cccc13)CC2)c1ccc(F)cc1	9
86	CCOc1ccccc1CNCCOC	5
87	O=C(CSc1nc2ccccc2s1)N/N=C/c1ccc(C(=O)O)cc1	1
88	CN(Cc1cn[nH]c1-c1ccc(-c2ccccc2)cc1)CC1CCOCC1	-70
89	CCNC(=O)c1cc2c(c(-c3cccc(-c4cncnc4)c3)n1)[C@@H](CCO)N(C(C)=O)C2	-4[25 µM]
90	CC1SCC(=O)N(CC(=O)Nc2ccc3c(c2)OCCO3)C1=O (configuration not stated)	-22
91	N#Cc1ccc(-c2cccs2)nc1SCc1cccnc1	13
92	CCN1C(=O)C(CC(=O)Nc2cc(C)ccc2C)SC1=Nc1ccc(S(N)(=O)=O)cc1 (configuration not stated)	8
93	CN(CC(=O)Nc1cccc(F)c1)C(=O)c1cc(-c2ccco2)nc2ccccc12	15
94	Cc1c(/C=N/NC(=O)C(NC(=O)c2ccc3c(c2)OCO3)C(C)C)c2ccccc2n1C (configuration not stated)	13
95	CN(Cc1nccs1)C(=O)C1CCC(=O)N(CCCc2ccccc2)C1 (configuration not stated)	-1
96	O=C(CN1C(=O)NC2(CCCC2)C1=O)Nc1ccccc1N1CCCC1	13
97	CC1(c2ccccc2)NC(=O)N(CC(=O)Nc2ccc(S(=O)(=O)Nc3ncccn3)cc2)C1=O (configuration not stated)	5
98	O=C(c1ccc(F)cc1)N1CC(=O)N2[C@H](CO)[C@H](c3ccc(C#CCC4CCCC4)cc3)[C@H]2C1	38[25 µM]
99	COc1cccc2cc(C(=O)N(Cc3cccs3)CC3CCCO3)c(=O)oc12 (configuration not stated)	-8
100	CC(CCCN1CCCC1)Nc1ccnc2cc(Cl)ccc12 (configuration not stated)	4
101	Cc1ccc(Cn2nnc3c(=O)n(Cc4cc(C)ccc4C)cnc32)cc1	6
102	COc1cccc(/C=C/C(=O)OCC(=O)Nc2ccc3[nH]c(=O)[nH]c3c2)c1OC	-2
103	Cc1cc(C(=O)N2CCN(S(=O)(=O)c3ccccc3)CC2)c(C)o1	-6
104	COc1ccc(C(=O)N2CCN(c3ccc(NC(=O)c4ccco4)cc3)CC2)cc1	4
105	COc1ccc(N2C(=O)CCC(C(=O)O)C2c2ccccc2OC)cc1 (configuration not stated)	12
106	CC(=O)c1c(C)[nH]c(C(=O)Nc2cccnc2)c1C	-2
107	Cc1ccc2ncnc(NCCCCCC(=O)O)c2c1	6
108	CCc1nc2ccc(C(=O)N(C)CCCN(C)C)cn2c1N(C)CCCc1ccccc1	9
109	N#C[C@@H]1[C@H](c2ccccc2C2=CCCCC2)[C@H](CO)N1C(=O)C1CCOCC1	-3[25 µM]
110	CN(C)C(=O)CC12CC3CC(C1)CC(CC(=O)N(C)C)(C3)C2	12
111	CCn1c(=O)n(CC)c2cc(N)ccc21	8
112	Cc1ccc(S(=O)(=O)N(C)C[C@H]2Oc3ccc(NC(=O)CCCN(C)C)cc3C(=O)N([C@@H](C)CO)C[C@H]2C)cc1	2[25 µM]
113	O=C(NCCc1ccccn1)c1ccc(COc2ccccc2)o1	-32
114	COC(=O)C1C(c2ccccc2)C(C(=O)O)C1c1ccccc1 (configuration not stated)	3
115	CSc1ccc(CN2CCC(C)(Oc3ccc(CC#N)cc3)C2)cc1 (configuration not stated)	-1
116	CN=C(c1ccc([N+](=O)[O-])cc1)N1CCCCC1	27
117	NS(=O)(=O)c1cccc(C(=O)OCC(=O)NC2CCCc3ccccc32)c1 (configuration not stated)	0
118	CCO/C=C1/C(=O)N(c2ccc(OC)cc2)C(=O)c2ccccc21	2

Only part of the results is shown; count on the stated rates, not on these rows.
